Keap1-Nrf2 PPI: Keap1-Nrf2 protein-protein interaction inhibitors, primary screen, biochemical, fluorescence polarization, single point. inhibition, % at 9.4 µM. Keap1 Kelch-Nrf2 peptide fluorescence polarization, 1536-well. actives 0.15% (n = 340,000). Kelch-like ECH-associated protein 1 (Homo sapiens), Q14145; in the data active means inhibition above about 12%;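 further: human Keap1 Kelch domain with fluorescein labeled Nrf2 9mer peptide probe; 0% = neutral control wells and 100% = peptide positive control; higher means more block of Keap1 binding to Nrf2 peptide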
HTR5A inv ctr: HTR5A inverse agonists in luminescence cell assay, primary screen, counter-screen for OPRM1-OPRD1 heterodimer inverse agonist project, full-deck HTS | HTR5A cell line, inverse agonism | inhibition, % at 9.3 µM | actives 0.083% (n = 340,000); in the data active means inhibition mostly above about 23%, no sharp cut-off; inactive means mostly below about 18%;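 further: 0% = cells with DMSO and 100% = no-cell wells with DMSO; some compounds called inactive have numbers as strong as hits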
V-ATPase pH: regulators of yeast V-ATPase proton pumping, primary screen, pHLuorin cytosolic pH fluorescence. S. cerevisiae. response, % at 10 µM. actives 0.37% (n = 350,000). AID 504577, 2011; in the data active means response mostly above about 7.3%, no sharp cut-off; inactive means mostly below about 5.4%; further: actives read high; inactives centre near 0; some compounds called inactive have numbers as strong as hits; reference of the scale not given here
MOR-DOR inv ag: inverse agonists of MOR-DOR heterodimerization, primary screen, cell-based, luminescence | Mu-type opioid receptor (Homo sapiens) + Delta-type opioid receptor (Homo sapiens), … | cell-based MOR-DOR heterodimer luminescence, inverse agonism | inhibition, % at 9.3 µM | actives 0.21% (n = 340,000) | AID 504357, 2011; in the data active means inhibition above about 22%, passing the limit was not always enough;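 further: 0% = cells with DMSO and 100% = wells without cells with DMSO; values of inactives mirror those of a sister screen read the other way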
Target sequence (P35372 whole entry, looked up): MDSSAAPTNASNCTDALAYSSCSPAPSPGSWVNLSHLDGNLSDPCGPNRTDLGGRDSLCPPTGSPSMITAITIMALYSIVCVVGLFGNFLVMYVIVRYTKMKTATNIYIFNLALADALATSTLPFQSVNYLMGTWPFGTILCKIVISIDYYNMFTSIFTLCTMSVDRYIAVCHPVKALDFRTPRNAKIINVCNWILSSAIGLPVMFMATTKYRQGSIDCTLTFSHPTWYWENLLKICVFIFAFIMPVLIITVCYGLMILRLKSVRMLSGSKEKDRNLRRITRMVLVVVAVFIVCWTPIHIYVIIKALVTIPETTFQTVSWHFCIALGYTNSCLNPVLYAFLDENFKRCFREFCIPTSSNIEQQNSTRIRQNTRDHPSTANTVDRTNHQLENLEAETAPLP
Target sequence (P41143 whole entry, looked up): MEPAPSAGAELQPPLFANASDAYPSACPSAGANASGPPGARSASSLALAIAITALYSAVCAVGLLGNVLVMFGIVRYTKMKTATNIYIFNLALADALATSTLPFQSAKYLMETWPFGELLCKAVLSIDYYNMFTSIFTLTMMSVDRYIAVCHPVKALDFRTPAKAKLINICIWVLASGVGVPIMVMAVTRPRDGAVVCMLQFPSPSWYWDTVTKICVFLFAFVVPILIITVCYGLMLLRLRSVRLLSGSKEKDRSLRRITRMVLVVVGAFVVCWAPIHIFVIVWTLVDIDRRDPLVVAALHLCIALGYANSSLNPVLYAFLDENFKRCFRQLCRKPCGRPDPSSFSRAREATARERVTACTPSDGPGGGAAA
LANA DNA inh: inhibitors of KSHV C-LANA binding to DNA, primary screen, biochemical, fluorescence polarization, FAM-LBS DNA, MBP-C-LANA, single point | Kaposi's sarcoma herpesvirus LANA C-terminal domain (residues 932-1162) DNA binding | inhibition, % at 9 µM | actives 0.078% (n = 340,000);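 active means highest replicate inhibition at or above 60% at 9 µM, even if other replicates fall short; inactive means all replicates below 60% inhibition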;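 further: 0% = neutral control wells and 100% = 4 µM acridine orange control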
HTR5A ag ctr: HTR5A agonists in luminescence cell assay, primary screen, counter-screen for OPRM1-OPRD1 heterodimer agonist project, full-deck HTS; 5-hydroxytryptamine receptor 5A (Homo sapiens), P47898; cell-based; activation, % at 9.3 µM; actives 0.61% (n = 340,000); AID 504692, 2011; in the data active means activation mostly above about 9.5%, no sharp cut-off; inactive means mostly below about 7.6%;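 further: 0% = cells with vehicle only and 100% = reference agonist; strong numbers were not always called active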
MOR-DOR ag: agonists of OPRM1-OPRD1 heterodimerization, primary screen, cell-based, luminescence. Mu-type opioid receptor (Homo sapiens) + Delta-type opioid receptor (Homo sapiens), …. cells. activation, % at 9.3 µM. actives 0.3% (n = 340,000); in the data active means activation above about 18%;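 further: 0% = vehicle-treated cells and 100% = reference agonist; values of inactives mirror those of a sister screen read the other way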
RTF Ca sens inh: cardiac RTF calcium sensitivity inhibitors, primary screen, biochemical, IANBD-TnC fluorescence, EC70 calcium. AID 493244, 2011. inhibition, % at 7.15 µM. Troponin I, cardiac muscle (Homo sapiens) + Troponin T, cardiac muscle (Homo sapiens) + …. IANBD-labeled cardiac RTF, Ca2+ fluorescence. actives 0.12% (n = 340,000);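 active means inhibition above the mean inhibition of all tested compounds plus 3 SD, cut at about 17% in these data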;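 further: assay run at fixed EC70 calcium of 1.6 mM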
CAL PDZ FP: untagged CAL PDZ binding inhibitors, primary screen, biochemical, fluorescence polarization, HTS. Golgi-associated PDZ and coiled-coil motif-containing protein (Homo sapiens), Q9HD26. purified CAL PDZ, TMR-peptide fluorescence polarization, 1 h. inhibition, % at 24.9 µM. actives 0.92% (n = 300,000);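 active means mean inhibition of at least 30% with at least half of replicates also reaching 30%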;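 further: 0% = DMSO neutral control and 100% = excess unlabeled competitor peptide PRC23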
cardiac RTF act: cardiac RTF calcium sensitivity activators, primary screen, biochemical, IANBD-TnC fluorescence, EC20 calcium | IANBD-labeled TnC RTF fluorescence at EC20 calcium; 0% EC20 calcium, 100% full calcium | activation, % at 7.2 µM | actives 0.24% (n = 340,000);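 active means activation above the mean over all tested compounds plus 3 SD, cut at about 30% in these data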;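 further: rise in fluorescence read as greater calcium sensitivity of cardiac thin filaments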
Active calls of the source: *.

Results for O=C(N1CCCCCC1)N1CCN(S(=O)(=O)N2CCOCC2)CC1 ?
Keap1-Nrf2 PPI: -8.6; HTR5A inv ctr: 3.0; V-ATPase pH: -5.7; MOR-DOR inv ag: 8.8; LANA DNA inh: 0.1; HTR5A ag ctr: 0.4; MOR-DOR ag: -1.6; RTF Ca sens inh: 5.8; CAL PDZ FP: 0.4; cardiac RTF act: 0.2

What do the screens show for `CCCn1c(=S)[nH]c2cc(C(=O)NCC3CCCO3)ccc2c1=O` (configuration not stated)?
Keap1-Nrf2 PPI: -6.4; HTR5A inv ctr: -3.4; V-ATPase pH: -4.3; MOR-DOR inv ag: 14.1; LANA DNA inh: 1.8; HTR5A ag ctr: 1.2; MOR-DOR ag: -2.4; RTF Ca sens inh: -2.8; cardiac RTF act: 0.2

How did COc1ccc(OC(=O)c2cccc(S(=O)(=O)N3CC(C)OC(C)C3)c2)cc1 (configuration not stated) do in these assays?
Keap1-Nrf2 PPI: 3.7; HTR5A inv ctr: -2.5; V-ATPase pH: -1.8; MOR-DOR inv ag: 10.3; LANA DNA inh: -0.2; HTR5A ag ctr: -5.0; MOR-DOR ag: -2.6; RTF Ca sens inh: -0.8; cardiac RTF act: -3.3

What do the screens show for `CC1=C(C(=O)OCc2ccccc2)C(c2ccc([N+](=O)[O-])cc2)NC(=O)N1C` (configuration not stated)?
Keap1-Nrf2 PPI: -1.8; HTR5A inv ctr: 8.4; V-ATPase pH: -2.9; MOR-DOR inv ag: -2.5; LANA DNA inh: 1.4; HTR5A ag ctr: -2.5; MOR-DOR ag: 0.5; RTF Ca sens inh: -4.9; CAL PDZ FP: -1.6; cardiac RTF act: -4.5

What do the screens show for `O=C(COC(=O)C1CCC(N2C(=O)C3C4CCC(C4)C3C2=O)CC1)c1ccc(F)cc1` (configuration not stated)?
Keap1-Nrf2 PPI: -2.0; HTR5A inv ctr: 1.9; V-ATPase pH: 0.9; MOR-DOR inv ag: 16.1; LANA DNA inh: -2.0; HTR5A ag ctr: -0.9; MOR-DOR ag: -3.0; RTF Ca sens inh: 2.3; CAL PDZ FP: 79.0*; cardiac RTF act: -1.4

How did COc1ccc(OC2C(=O)N(c3cc(C)ccc3C)C2c2ccc(OC)c(OC)c2)cc1 (configuration not stated) do in these assays?
Keap1-Nrf2 PPI: -2.2; HTR5A inv ctr: -24.5; V-ATPase pH: 0.6; MOR-DOR inv ag: 0.0; LANA DNA inh: 0.8; HTR5A ag ctr: 7.2; MOR-DOR ag: 0.0; RTF Ca sens inh: -1.9; CAL PDZ FP: -4.2; cardiac RTF act: 2.1

Results for CCC(C)NC(=O)CN(c1ccc(Cl)c(Cl)c1)S(C)(=O)=O (configuration not stated) ?
Keap1-Nrf2 PPI: 1.5; HTR5A inv ctr: 15.8; V-ATPase pH: -1.0; MOR-DOR inv ag: 11.8; LANA DNA inh: 2.0; HTR5A ag ctr: 0.8; MOR-DOR ag: -2.4; RTF Ca sens inh: 11.8; CAL PDZ FP: -3.7; cardiac RTF act: -4.0

How did COc1ccc(-c2cc(C(F)(F)F)nc(NCc3cccnc3)n2)cc1 do in these assays?
Keap1-Nrf2 PPI: -4.8; HTR5A inv ctr: -0.2; V-ATPase pH: 0.4; MOR-DOR inv ag: -4.2; LANA DNA inh: 0.4; HTR5A ag ctr: 0.2; MOR-DOR ag: 0.8; RTF Ca sens inh: -11.0; CAL PDZ FP: -11.1; cardiac RTF act: 4.1

What do the screens show for `CC(CCc1ccccc1)NC(=O)CN(C)Cc1ccccc1F` (configuration not stated)?
Keap1-Nrf2 PPI: -3.0; HTR5A inv ctr: -30.4; V-ATPase pH: -3.6; MOR-DOR inv ag: 4.1; LANA DNA inh: -0.9; HTR5A ag ctr: 0.3; MOR-DOR ag: -0.9; RTF Ca sens inh: -3.8; CAL PDZ FP: -2.0; cardiac RTF act: -9.7

What do the screens show for `c1ccc(COc2ccc(OCCn3cncn3)cc2)cc1`?
Keap1-Nrf2 PPI: -0.3; HTR5A inv ctr: 18.2; V-ATPase pH: 21.4; MOR-DOR inv ag: -3.2; LANA DNA inh: 0.1; HTR5A ag ctr: 0.6; MOR-DOR ag: 0.5; RTF Ca sens inh: -2.6; CAL PDZ FP: -3.4; cardiac RTF act: 12.7

How did O=C(c1ccc(Oc2ccccc2)cc1)C1CCCN(C(=O)c2cnccn2)C1 (configuration not stated) do in these assays?
Keap1-Nrf2 PPI: -1.1; HTR5A inv ctr: -5.5; V-ATPase pH: -0.6; MOR-DOR inv ag: 5.8; LANA DNA inh: -1.1; HTR5A ag ctr: 0.9; MOR-DOR ag: -1.1; RTF Ca sens inh: -4.5; CAL PDZ FP: -5.7; cardiac RTF act: -2.0

How did CC1(C)CC(=O)C(C=Nc2cc(C(=O)c3ccccc3)ccc2N)=C(O)C1 do in these assays?
Keap1-Nrf2 PPI: 0.7; HTR5A inv ctr: 4.0; V-ATPase pH: -0.2; MOR-DOR inv ag: -14.2; LANA DNA inh: 0.6; HTR5A ag ctr: 8.1; MOR-DOR ag: 2.9; RTF Ca sens inh: -25.4; CAL PDZ FP: 4.8; cardiac RTF act: 18.9

How did C=CCN(C(=O)c1csnn1)C(C(=O)NC1CCCC1)c1c(F)cccc1Cl (configuration not stated) do in these assays?
Keap1-Nrf2 PPI: -3.5; HTR5A inv ctr: 1.3; V-ATPase pH: -1.2; MOR-DOR inv ag: 10.1; LANA DNA inh: -1.4; HTR5A ag ctr: -0.5; MOR-DOR ag: -1.8; RTF Ca sens inh: -1.5; CAL PDZ FP: -2.0; cardiac RTF act: 8.9

What do the screens show for `CCN(CC)C(=O)NC1CC2CCCC(C1)N2Cc1ccccc1` (configuration not stated)?
Keap1-Nrf2 PPI: -0.7; HTR5A inv ctr: 4.0; V-ATPase pH: -4.6; MOR-DOR inv ag: 15.9; LANA DNA inh: -0.1; HTR5A ag ctr: 5.4; MOR-DOR ag: -2.5; RTF Ca sens inh: 14.1; CAL PDZ FP: -1.3; cardiac RTF act: -2.7

Results for CC(Nc1nc(-c2ccccc2O)nc2ccccc12)c1ccccc1 (configuration not stated) ?
Keap1-Nrf2 PPI: -0.5; HTR5A inv ctr: 2.3; V-ATPase pH: 0.1; MOR-DOR inv ag: 2.7; LANA DNA inh: -8.0; HTR5A ag ctr: -0.8; MOR-DOR ag: -0.5; RTF Ca sens inh: 8.0; CAL PDZ FP: 3.8; cardiac RTF act: -6.0

Results for CCCCn1c(N)c(N(CCC(C)C)C(=O)c2c(C)noc2C)c(=O)[nH]c1=O ?
Keap1-Nrf2 PPI: -0.4; HTR5A inv ctr: -2.0; V-ATPase pH: 2.2; MOR-DOR inv ag: 3.0; LANA DNA inh: -2.0; HTR5A ag ctr: 0.7; MOR-DOR ag: -0.5; RTF Ca sens inh: -9.2; CAL PDZ FP: -1.5; cardiac RTF act: -3.9

How did CC(=O)CSc1nc(N)c(C#N)c(-c2cccs2)c1C#N do in these assays?
Keap1-Nrf2 PPI: 1.6; HTR5A inv ctr: -21.3; V-ATPase pH: 0.2; MOR-DOR inv ag: -18.4; LANA DNA inh: 0.3; HTR5A ag ctr: 8.1; MOR-DOR ag: 3.1; RTF Ca sens inh: -1.8; CAL PDZ FP: 4.0; cardiac RTF act: -0.9

What do the screens show for `O=C(Cn1c(=O)[nH]c2ccccc2c1=O)Nc1ccc2c(c1)OCCO2`?
Keap1-Nrf2 PPI: -3.3; HTR5A inv ctr: -6.8; V-ATPase pH: 0.4; MOR-DOR inv ag: 7.5; LANA DNA inh: 1.0; HTR5A ag ctr: 1.8; MOR-DOR ag: -1.5; RTF Ca sens inh: -4.1; CAL PDZ FP: -2.7; cardiac RTF act: -2.6

How did COC1CCN(C(=O)c2ccc(OC3CCN(CCc4ccccc4)CC3)cc2)CC1 do in these assays?
Keap1-Nrf2 PPI: -0.3; HTR5A inv ctr: -5.8; V-ATPase pH: -3.3; MOR-DOR inv ag: -3.4; LANA DNA inh: -0.9; HTR5A ag ctr: 2.1; MOR-DOR ag: 0.6; RTF Ca sens inh: -2.3; CAL PDZ FP: -2.8; cardiac RTF act: -4.8

How did CCOCCOC(=O)c1cccc(NC(=O)OCC)c1 do in these assays?
Keap1-Nrf2 PPI: 2.1; HTR5A inv ctr: 3.9; V-ATPase pH: 3.0; MOR-DOR inv ag: 13.2; LANA DNA inh: -1.0; HTR5A ag ctr: -1.1; MOR-DOR ag: -2.4; RTF Ca sens inh: -3.2; CAL PDZ FP: -2.5; cardiac RTF act: 1.7

What do the screens show for `COC(=O)c1ccc(C(=O)OC)c(NC(=O)COc2ccccc2OC)c1`?
Keap1-Nrf2 PPI: 0.1; HTR5A inv ctr: -9.5; V-ATPase pH: -1.6; MOR-DOR inv ag: -11.2; LANA DNA inh: 0.1; HTR5A ag ctr: 3.1; MOR-DOR ag: 2.2; RTF Ca sens inh: -3.9; CAL PDZ FP: -2.9; cardiac RTF act: -4.0

What do the screens show for `Cc1cccc(NC(=O)N2CCN(Cc3ccc4c(c3)OCO4)CC2)c1C`?
Keap1-Nrf2 PPI: -4.7; HTR5A inv ctr: -2.4; V-ATPase pH: -0.3; MOR-DOR inv ag: -2.6; LANA DNA inh: 0.1; HTR5A ag ctr: 3.4; MOR-DOR ag: 0.4; RTF Ca sens inh: -8.0; CAL PDZ FP: 3.1; cardiac RTF act: 0.1

How did CCN1C(Nc2ccccc2)=NC[C@@H]1CC(C)C do in these assays?
Keap1-Nrf2 PPI: 4.1; HTR5A inv ctr: -0.2; V-ATPase pH: -2.1; MOR-DOR inv ag: 2.5; LANA DNA inh: 2.8; HTR5A ag ctr: -3.6; MOR-DOR ag: -0.5; RTF Ca sens inh: 2.5; CAL PDZ FP: 0.9; cardiac RTF act: 6.8

What do the screens show for `CC(C)(C)NC(=O)C(c1cccs1)N(C(=O)c1csnn1)c1cccc(F)c1` (configuration not stated)?
Keap1-Nrf2 PPI: -2.8; HTR5A inv ctr: 2.8; V-ATPase pH: -3.7; MOR-DOR inv ag: -0.9; LANA DNA inh: -0.6; HTR5A ag ctr: -1.0; MOR-DOR ag: 0.2; RTF Ca sens inh: -5.6; CAL PDZ FP: -0.7; cardiac RTF act: 7.7
